# Assay outcomes (PubChem)
# HEK293 tox – cytotoxicity counter-screen for GLP-1 receptor inverse agonists | Potency, µM (top dose mostly 38.3 µM), for the others: at the highest dose activity change, negative = inhibition, hits mostly inhibitors | 410,000 compounds, 0.13% hits | AID 624418 | HEK293 cAMP-luciferase reporter cells, luminescence, 24 h;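 also: loss of luciferase light is scored as toxicity; potency is read from the fitted curve at half-maximal effect; % is scaled to controls: 0 for no effect and ±100 for the full control effect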
#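 Here, cytotoxicity is scored as loss of luminescence. The MLSMR collection was tested on cells seeded in medium containing 10% Nu serum, with a 24 hr compound exposure preceded by 12 hours of culture.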
# SW480 rerep – DNA re-replication induction in SW480 cells; SW480 DNA re-replication, Hoechst DNA content imaging, 48 h; Potency, µM (top dose mostly 46.1 µM), without a hit: at the highest dose re-replication activation, hits mostly activators; 340,000 compounds, 1.8% hits; AID 624297; also: potency is read from the fitted curve at half-maximal effect; % of control where 0% means no effect; nearly all actives have a fitted effect of over 55% in size
#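 Readout is total intensity of Hoechst-stained nuclei, excited at 405 nm and collected at 500-530 nm. Compound treatment lasted 48 hr at 37 C in 5% CO2 before staining.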
# IL1B secr inh – blocks inflammasome-driven IL-1 beta release. THP-1 LPS/ATP IL-1B secretion, AlphaLISA, 16 h; active compounds read low. activity change, % at 57.5 µM. 360,000 compounds, 4.7% hits; in the data active = activity change below about -50%; inconclusive = mostly about -30% to -49%; also: % is scaled to controls: 0 for no effect and ±100 for the full control effect
#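 Secreted IL-1B measured by AlphaLISA bead assay after 16 h compound exposure of THP-1 cells; compounds (final up to 57.5 uM) added 1 h before LPS (250 ng/mL) and ATP (1.25 mM) stimulation; lower signal means less secretion.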
# KB-3-1 cytotox – KB-3-1 parental cell cytotoxicity | KB-3-1 viability, CellTiter-Glo ATP luminescence, 72 h | 400,000 compounds, 1.4% hits | Potency, µM (doses to about 46.1 µM), inactives show at the top dose activity change, negative = cytotoxic, hits mostly cytotoxic; also: potency is read from the fitted curve at half-maximal effect; % is scaled to controls: 0 for no effect and ±100 for the full control effect; nearly all actives have a fitted effect of over 60% in size
#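 Screening of KB-3-1 cells (DMEM, 10% FBS, phenol-red free) ran from lowest to highest compound concentration; after 72 h at 37 °C viability was read luminescently and curves fitted.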
# KB-V1 cytotox – kills drug-selected multidrug resistant KB-V1 cells | KB-V1 MDR cells viability, CellTiter-Glo, 72 h | Potency, µM (titrated, usually from 46.1 µM), without a hit: top-dose activity change, negative = cytotoxicity, actives largely listed as cytotoxic | 400,000 compounds, 3.4% hits | AID 1347076; also: potency is read from the fitted curve at half-maximal effect; % is scaled to controls: 0 for no effect and ±100 for the full control effect; nearly all actives have a fitted effect of over 60% in size
#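 Luminescent ATP read-out (CellTiter-Glo, 10 min) measures survival of drug-selected KB-V1 MDR cells after 72 h, 37 degrees C compound exposure. Medium: phenol-red-free DMEM, 10% FBS. Values from fitted concentration-response curves.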
# HT1080 IDH1KD tx – toxicity to HT-1080 IDH1 knockdown cells (counter line). Potency, µM (highest dose often 46.1 µM), for the others: top-dose activity, negative = toxicity, usual class: cytotoxic. 360,000 compounds, 2% hits. HT-1080 IDH1 knockdown viability, ATP luminescence, 48 h;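 also: potency is read from the fitted curve at half-maximal effect; 0% = DMSO wells and -100% = cell-free medium wells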
#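 In this qHTS, HT-1080 cells depleted of IDH1 are exposed for 48 h at 37 °C to compound titrations. Toxicity is scored from CellTiter-Glo luminescence, with DMSO as full viability and medium alone as none.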
# HT1080NT lethal – kills 2HG-producing HT-1080-NT fibrosarcoma cells; 360,000 compounds, 1.6% hits; HT-1080-NT fibrosarcoma viability, CellTiter-Glo ATP luminescence, 48 h; Potency, µM (top dose mostly 46.1 µM), without a hit: at the top dose activity, negative = less viability, actives largely listed as cytotoxic; AID 686970;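 also: NT is the 2HG producing partner of a matched IDH1 knockdown line; potency is read from the fitted curve at half-maximal effect; 0% = DMSO-treated cells and -100% = media-only wells without cells; nearly all actives have a fitted effect of over 55% in size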
#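 750 cells/well, RPMI + 5% FBS; 2 h settle, compound pin-transfer, 48 h at 37 degrees C. CellTiter-Glo 10 min RT, luminescence. Normalized to DMSO and media-only wells.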
# MCF10A rerep – induces DNA re-replication in MCF 10a normal breast cells | MCF 10A DNA re-replication, Hoechst nuclear intensity, 48 h | Potency, µM (series often up to 46.1 µM), without a hit: at the highest dose activity, positive = re-replication, most hits filed as activators | 350,000 compounds, 2.9% hits | AID 624296; also: potency is read from the fitted curve at half-maximal effect; % of control where 0% means no effect; nearly all actives have a fitted effect of over 50% in size
# D3 ag – D3 dopamine receptor (human) agonism; AID 652048; D3R DiscoveRx beta-arrestin cells, luminescence, 90 min; 410,000 compounds, 0.58% hits; max activation, %; in the data active = max activation above about 30%; also: 0% is about no effect; mostly tested at two doses, the higher about 12 µM
# Target sequence (P35462 whole entry, looked up): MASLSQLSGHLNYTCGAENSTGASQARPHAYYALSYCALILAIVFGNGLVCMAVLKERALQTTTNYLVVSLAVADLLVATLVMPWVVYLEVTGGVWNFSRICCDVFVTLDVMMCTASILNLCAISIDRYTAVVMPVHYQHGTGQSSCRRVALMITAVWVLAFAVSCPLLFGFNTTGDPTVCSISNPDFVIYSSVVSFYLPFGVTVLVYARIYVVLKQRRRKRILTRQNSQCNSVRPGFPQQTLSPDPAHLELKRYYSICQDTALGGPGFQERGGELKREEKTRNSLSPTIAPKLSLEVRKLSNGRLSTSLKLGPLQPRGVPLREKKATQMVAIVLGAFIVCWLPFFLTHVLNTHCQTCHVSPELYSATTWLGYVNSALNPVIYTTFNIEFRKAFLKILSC
#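 Cells at 1500/well, incubated overnight, then treated with pinned compounds (dopamine as control) for 90 min at 37 degrees C. DiscoveRx reagent added for 30 - 60 minutes at room temperature; luminescence read.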
# The depositor's hits bear a star; ? = inconclusive; . = no result given; [ ] = remark or other dose. Unless noted, calls follow the shape of the dose curve; as a rule, active = well fitted curve in the direction sought with a large enough effect; inconclusive = small, poorly fitted or top-dose-only effect, or another doubt; inactive = no such curve, though single readings can be large; an effect the other way counts as inactive or inconclusive.
# Under each structure – HEK293 tox | SW480 rerep | IL1B secr inh | KB-3-1 cytotox | KB-V1 cytotox | HT1080 IDH1KD tx | HT1080NT lethal | MCF10A rerep | D3 ag
- C/C(=N\NC(=O)c1c([N+](=O)[O-])c(C)nn1C)c1ccc(NC(=O)C2CCCC2)cc1
 : -34% | 5.8µM* | 106 | 0.46µM* | 6.5µM* | 0.33µM* | 0.46µM* | 0.41µM* | -11
- N#Cc1ccc(CN2CCN(CC(=O)NCCc3ccc(Cl)cc3Cl)CC2)cc1
 : -22% | ? | ? | -27% | 18µM* | ? | ? | ? | -12
- Cc1ccc(NC(=O)CSCC(=O)N2CCOCC2)cc1
 : 0% | -7% | 3 | -1% | -2% | 3% | -14% | -2% | 13
- CCC(=O)N1CCN(c2nc(-c3ccc(Cl)cc3)cs2)CC1
 : 1% | 0%[9.22 µM] | -2 | ? | ? | ? | -4% | ? | 6
- CCc1ccc(NC(=O)COc2coc(CN3CCN(c4ccccc4)CC3)cc2=O)cc1
 : 7% | -69%[inhibitor] | 2 | 9% | 5% | 6% | 0% | -6% | 4
- Cc1ccc(CNC(=O)c2cnc(N3CCCC3)nc2C)cc1
 : -1% | . | . | 2% | 9% | . | . | . | 5
- COc1ccc(-n2ccnc2SCC(=O)Nc2ccccc2)cc1
 : -1% | -2% | 1 | 1% | -26% | 0% | -1% | -8% | -1
- O=C1CN(C(=O)c2cc3ccccc3oc2=O)C(c2ccc(F)cc2)c2cc(F)ccc2N1 (stereo not given)
 : -23% | 0% | -13 | -11% | -14% | -8% | 3% | 3% | 0
- COc1ccc(OC)c(NC(=O)CSc2n[nH]c(-c3cccnc3)n2)c1
 : 0% | -5% | 74 | 6% | -21% | 0% | -8% | 0% | -2
- CCOCC(=O)Nc1ccc([N+](=O)[O-])cc1C
 : 1% | -34%[inhibitor] | -1 | -5% | 0% | -4% | -4% | -10% | -5
- COc1ccccc1N1CCN(S(=O)(=O)Cc2ccccc2Cl)CC1
 : -2% | 1% | 2 | 3% | -17% | -1%[9.24 µM] | -8% | 1% | 2
- CCOn1c(=O)c(-c2cc3ccccc3o2)[n+]([O-])c2ccccc21
 : 36%[activator] | -40%[inhibitor] | 7 | 8% | -7% | 0% | -1% | 2%[9.22 µM] | 5
- O=C(NC(=S)N1CCN(Cc2ccc3c(c2)OCO3)CC1)c1cccc(Br)c1
 : 4%[1.53 µM] | 0% | -6 | ? | 7.3µM* | -19% | 0% | 11% | -18
- CN(C)C1NC(=O)c2cc(-c3ccccc3)sc2N1 (stereo not given)
 : -12% | -1% | 0 | 18% | -20% | -12% | -1% | 1% | 0
- Cc1cc(Cn2nnc(-c3ccc(Br)cc3)n2)cc(C)c1O
 : -25% | 3% | 0 | ? | -1% | -4% | -12% | ? | -2
- CCCCSc1nc2c([nH]1)c(=O)n(C)c(=S)n2C
 : -5% | -6% | 11 | 0% | -16% | 15% | 15% | 11% | 10
- CC1CN(CC(=O)Nc2cccc(C(=O)Nc3cccc(C(F)(F)F)c3)c2)CC(C)O1 (stereo not given)
 : -23% | ? | -1 | -5% | -16% | ? | -24% | ? | -4
- O=C(Cn1cc(C(F)(F)F)ccc1=O)Nc1cc(S(=O)(=O)N2CCOCC2)ccc1Cl
 : 2% | -1% | -3 | -3% | -31% | 18% | 16% | 20% | 3
- COC(=O)C1=C(C)N(Cc2ccccc2)C(=NCC(C)C)N[C@H]1c1ccccc1
 : 8% | -5% | ? | ? | -11% | ? | -12% | ? | 8
- Cc1cc(Nc2cccc(F)c2)n2nc(C)nc2n1
 : -9% | -4% | -23 | 22% | 6% | 9% | 11% | 7% | 3
- CCN(C(=O)CCc1nc(-c2ccc(OC)cc2)no1)c1cc(OC)ccc1OC
 : 5% | 0% | -10 | ? | 16µM* | -10% | -12% | -14% | 4
- Oc1ccc(/C=N/NC2=NCCCCC2)cc1
 : 7% | -1% | 5 | -5% | -1% | -5% | 4% | ? | -15
- Cc1cccc(NC2=NC(=S)N(CC#N)C23CCCCC3)c1
 : 5% | -1% | -21 | 9% | 3% | -11% | -8% | 0% | 3
- CC(C)(C)n1ncc2c(=O)n(CC(=O)NC3CCCCC3)cnc21
 : -2% | 2% | -14 | 3% | -25% | 15% | 20% | 1% | -2
- CCOC(=O)c1ccc(NC(=O)CN2C(=O)CSCC2=O)cc1
 : 2% | -3% | 3 | 5% | 14% | -2% | -2% | -5% | -5
- CN(Cc1ccccc1)C(=O)CSc1nc2c(c(C(F)(F)F)n1)CCc1ccccc1-2
 : 2% | -6% | ? | 18µM* | ? | 1% | 0% | 19% | -5
- c1coc(-c2cc(C3CCNCC3)[nH]n2)c1
 : 5% | ? | 0 | -28% | 3% | -5% | -3% | 0% | -17
- CCCN(C(=O)CCSc1ccc(F)cc1)c1c(N)n(Cc2ccccc2)c(=O)[nH]c1=O
 : -4% | 5% | 2 | 6% | 0% | -8% | -1% | 8% | -6
- CC1CN(C(=O)c2ccc(-c3cccc(C(F)(F)F)c3)o2)CC(C)O1 (stereo not given)
 : -2% | 3% | -56* | ? | ? | -10% | 9% | 14% | 1
- CCOc1cccc2sc(N(CCN(CC)CC)C(=O)c3cccc(N4C(=O)CCC4=O)c3)nc12
 : -7% | -2% | -6 | 0% | -6% | -6% | -3% | 3% | -27
- CC(=O)Nc1cccc(NC(=O)Nc2ccc(F)cc2F)c1
 : 8% | 19% | 9 | 3% | -5% | 22% | 18% | -7% | 4
- Cc1ccc2cc(CCNS(=O)(=O)c3ccc(Br)cc3)c(=O)[nH]c2c1C
 : -15% | 0% | -23 | ? | ? | 0% | -22% | 14% | 8
- O=C(Nc1cccnc1)c1c(F)cccc1F
 : 14% | 1% | -1 | -8% | -13% | 14% | 8% | -3% | -5
- O=C(Nc1ccccc1C(=O)N/N=C/c1ccco1)c1ccccc1Cl
 : -4% | -6% | 14 | 8% | ? | 0% | -5% | 6% | 1
- COc1ccc(S(=O)(=O)N2CCCC(C(=O)NC3CCCC3)C2)cc1OC (stereo not given)
 : -1% | -14% | 31 | -2% | -8% | -4% | 0% | 5% | 4
- CCN(CC)S(=O)(=O)c1cccc(-c2nnc(SCC(=O)NC3CCCC3)n2N)c1
 : 32% | 1% | 9 | 0% | -9% | 10% | 5% | 8% | 13
- CCOC(=O)c1nc(C)n(-c2ccc(Cl)cc2)n1
 : -1% | -2% | 1 | 5% | 12% | 5% | 3% | 7% | 1
- O=C(COCc1cc(-c2ccc(F)cc2)on1)Nc1cc(Cl)cc(Cl)c1
 : -6% | . | . | 0% | 0% | . | . | . | -6
- Cc1nc2ccccc2c(=O)n1N(c1ccccc1)c1ccccc1
 : 7% | ? | -29 | -1% | -22% | 0% | -2% | 19% | 1
- Cc1cc(C)cc(NC(=O)C2CCN(C(=O)[C@@H]3Cc4ccccc4CN3)CC2)c1
 : -11% | ? | ? | 13% | -2% | -2% | 1% | 8% | -4
- O=Cc1c(Cl)[nH]c(=O)n1-c1ccccc1
 : -4% | 1% | 13 | 6% | 10% | 27% | 16% | -7% | 1
- O=C(Nc1cccc(O)c1)c1cccc(S(=O)(=O)Nc2cccc(O)c2)c1
 : -17% | 3% | 1 | -8% | 6% | -8% | -3% | -9% | 0
- COc1ccc(NC(=O)c2ccccc2NS(=O)(=O)c2ccc(CNC(C)=O)cc2)c(OC)c1
 : -13% | -41%[inhibitor] | 53 | ? | -23% | ? | 13µM* | 5.2µM* | 8
- c1ccc(-c2nc(NCc3cccnc3)c3oc4ccccc4c3n2)cc1
 : -19% | 16% | -24 | 10% | ? | ? | ? | ? | -6
- COc1ccc(CNC(=O)C2CCN(C(=O)[C@@H]3Cc4ccccc4CN3)CC2)cc1
 : -2% | -1% | -15 | -23% | 16% | 2% | 1% | 21% | 3
- O=C(NC1CCCC1)C(c1ccncc1)N(C(=O)c1ccco1)c1ccccc1 (stereo not given)
 : -20% | ? | -4 | 9% | 0% | 8% | -7% | -3% | 9

# Two entries drawn at random from those above:
# Under each structure – HEK293 tox | SW480 rerep | IL1B secr inh | KB-3-1 cytotox | KB-V1 cytotox | HT1080 IDH1KD tx | HT1080NT lethal | MCF10A rerep | D3 ag
- COc1ccc(NC(=O)c2ccccc2NS(=O)(=O)c2ccc(CNC(C)=O)cc2)c(OC)c1
 : -13% | -41%[inhibitor] | 53 | ? | -23% | ? | 13µM* | 5.2µM* | 8
- O=C(NC1CCCC1)C(c1ccncc1)N(C(=O)c1ccco1)c1ccccc1 (stereo not given)
 : -20% | ? | -4 | 9% | 0% | 8% | -7% | -3% | 9

# Filtered by structure, the entries above with a Cl atom
# Under each structure – HEK293 tox | SW480 rerep | IL1B secr inh | KB-3-1 cytotox | KB-V1 cytotox | HT1080 IDH1KD tx | HT1080NT lethal | MCF10A rerep | D3 ag
- N#Cc1ccc(CN2CCN(CC(=O)NCCc3ccc(Cl)cc3Cl)CC2)cc1
 : -22% | ? | ? | -27% | 18µM* | ? | ? | ? | -12
- CCC(=O)N1CCN(c2nc(-c3ccc(Cl)cc3)cs2)CC1
 : 1% | 0%[9.22 µM] | -2 | ? | ? | ? | -4% | ? | 6
- COc1ccccc1N1CCN(S(=O)(=O)Cc2ccccc2Cl)CC1
 : -2% | 1% | 2 | 3% | -17% | -1%[9.24 µM] | -8% | 1% | 2
- O=C(Cn1cc(C(F)(F)F)ccc1=O)Nc1cc(S(=O)(=O)N2CCOCC2)ccc1Cl
 : 2% | -1% | -3 | -3% | -31% | 18% | 16% | 20% | 3
- O=C(Nc1ccccc1C(=O)N/N=C/c1ccco1)c1ccccc1Cl
 : -4% | -6% | 14 | 8% | ? | 0% | -5% | 6% | 1
- CCOC(=O)c1nc(C)n(-c2ccc(Cl)cc2)n1
 : -1% | -2% | 1 | 5% | 12% | 5% | 3% | 7% | 1
- O=C(COCc1cc(-c2ccc(F)cc2)on1)Nc1cc(Cl)cc(Cl)c1
 : -6% | . | . | 0% | 0% | . | . | . | -6
- O=Cc1c(Cl)[nH]c(=O)n1-c1ccccc1
 : -4% | 1% | 13 | 6% | 10% | 27% | 16% | -7% | 1
